Screens: PubChem BioAssay, several laboratories
BoNT F protease = inhibitors of Botulinum neurotoxin F light chain protease. actives 0.22% (n = 360,000). Multiplex microsphere protease cleavage assay, flow cytometry. inhibition, % at 10 µM; in the data active = inhibition above about 35%, passing the limit was not always enough; inconclusive = no clear call, values can overlap the other calls; note: plate controls were buffer without enzyme for full effect and enzyme alone for no effect
FadD28 FP inh = inhibitors of Mycobacterium tuberculosis FadD28 bisubstrate binding | FadD28 bisubstrate probe binding, fluorescence polarization | inhibition, % at 12.5 µM | actives 0.22% (n = 360,000) | AID 588549; in the data active = inhibition above about 8.5%, passing the limit was not always enough; inconclusive = no clear call, values can overlap the other calls
GDH-TPI inh = inhibits GDH-TPI coupling enzymes, artifact for Mtb FBA screen | GDH-TPI coupled enzyme counterscreen, NADH absorbance | inhibition, % at 4.8 µM | actives 1.2% (n = 360,000) | AID 588335;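 note: 0% = DMSO wells and 100% = wells lacking the enzyme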
CCHF vOTU inh = blocks the CCHF virus ovarian tumor domain protease; CCHFV vOTU protease, Pep-AMC fluorescence; inhibition, % at 11.5 µM; actives 0.55% (n = 370,000); AID 651958; note: 0% = vehicle wells with enzyme and 100% = no enzyme wells
BioA inh = inhibitors of Mycobacterium tuberculosis BioA enzyme. purified M. tuberculosis BioA enzyme, plate reader. inhibition, % at 9.99 µM. actives 0.096% (n = 360,000); in the data active = inhibition above about 40%; inconclusive = no clear call, values can overlap the other calls
Mtb FBA inh = inhibitors of M. tuberculosis fructose-bisphosphate aldolase; actives 2.3% (n = 360,000); AID 588726; P9WQA3; purified M. tuberculosis FBA, fluorescence read-out; inhibition, % at 1 µM; in the data active = inhibition above about 27%;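 note: 0% = vehicle and 100% = reference inhibitor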
MazF activator = MazEF (E. coli) toxin RNase activation; P0AE70; FAM/BHQ RNA-DNA oligo cleavage fluorescence, 5 h; activation, % at 20 µM; actives 0.32% (n = 350,000); AID 504720; in the data active = activation above about 50%
Target sequence (P0AE70 whole entry, looked up): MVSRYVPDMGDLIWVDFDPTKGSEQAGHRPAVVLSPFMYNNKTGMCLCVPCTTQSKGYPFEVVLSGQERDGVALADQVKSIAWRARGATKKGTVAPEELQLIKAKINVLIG
Mtb UGM inh = Mtb UDP-galactopyranose mutase inhibition | AID 504406 | actives 0.06% (n = 320,000) | P9WIQ1 | inhibition, % at 10 µM | purified UGM, fluorescence polarization probe displacement; in the data active = inhibition above about 10%, passing the limit was not always enough; inconclusive = no clear call, values can overlap the other calls
Target sequence (P9WIQ1 whole entry, looked up): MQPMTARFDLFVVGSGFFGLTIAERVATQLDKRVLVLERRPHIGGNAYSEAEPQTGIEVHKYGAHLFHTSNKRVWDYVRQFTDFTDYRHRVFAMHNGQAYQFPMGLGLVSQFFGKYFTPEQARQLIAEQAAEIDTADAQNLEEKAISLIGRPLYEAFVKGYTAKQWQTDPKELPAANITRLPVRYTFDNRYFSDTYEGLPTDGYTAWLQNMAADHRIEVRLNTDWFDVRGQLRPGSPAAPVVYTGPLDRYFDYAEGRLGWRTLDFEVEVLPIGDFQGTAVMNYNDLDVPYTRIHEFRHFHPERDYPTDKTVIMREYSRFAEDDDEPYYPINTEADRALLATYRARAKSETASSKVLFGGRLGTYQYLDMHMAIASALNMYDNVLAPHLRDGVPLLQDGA
VHR inh abs = inhibitors of human VHR1 phosphatase (DUSP3) | P51452 | recombinant VHR phosphatase, pNPP absorbance | inhibition, % at 13.3 µM | actives 0.52% (n = 290,000) | AID 1654; in the data active = inhibition above about 50%; note: some compounds called inactive have numbers as strong as hits
Target sequence (P51452 whole entry, looked up): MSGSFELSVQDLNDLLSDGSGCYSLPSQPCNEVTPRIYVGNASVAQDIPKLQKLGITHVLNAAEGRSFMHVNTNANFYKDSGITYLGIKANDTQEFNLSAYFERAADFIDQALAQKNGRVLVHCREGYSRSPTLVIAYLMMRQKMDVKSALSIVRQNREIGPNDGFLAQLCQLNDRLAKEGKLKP
Rv3671c protease = Rv3671c (M. tuberculosis) protease inhibition; P9WHR9; inhibition, % at 5.96 µM; actives 0.048% (n = 320,000); AID 2606; in the data active = inhibition above about 38%;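 note: extracellular domain of Rv3671c used as enzyme; 0% = enzyme with DMSO and 100% = no enzyme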
Active calls of the source: *; ? = inconclusive; . = not tested or not shown; + = active, no number. Cut-off read from the data, not from the text of the source, unless noted: active = inhibition above about 30%; inactive = the rest.

The opening two records, ahead of the listing:
cpd	Compound	BoNT F protease	FadD28 FP inh	GDH-TPI inh	CCHF vOTU inh	BioA inh	Mtb FBA inh	MazF activator	Mtb UGM inh	VHR inh abs	Rv3671c protease
1	O=C(c1[nH]c(C(F)(F)F)nc1-c1ccccc1)N1CCOCC1	2	-1.3	.	-10	0.0	1	.	.	.	.
2	CC(C)(C)c1cc(=O)n2c(C#N)c(C#N)nc2[nH]1	0	-3.7	12	-39	-0.5	80*	0	0.2	-21	-6

All compounds of this part, repeating the preview:
cpd	Compound	BoNT F protease	FadD28 FP inh	GDH-TPI inh	CCHF vOTU inh	BioA inh	Mtb FBA inh	MazF activator	Mtb UGM inh	VHR inh abs	Rv3671c protease
1	O=C(c1[nH]c(C(F)(F)F)nc1-c1ccccc1)N1CCOCC1	2	-1.3	.	-10	0.0	1	.	.	.	.
2	CC(C)(C)c1cc(=O)n2c(C#N)c(C#N)nc2[nH]1	0	-3.7	12	-39	-0.5	80*	0	0.2	-21	-6
3	CC1(C)CC(=O)C(Sc2ccccc2C(=O)O)=C(O)C1	3	0.6	8	-3	.	1	2	2.9	2	-4
4	CCOc1ccc(S(=O)(=O)NCc2ccc3c(c2)OCO3)cc1C(=O)O	6	-0.5	9	5	0.1	-1	-2	-1.1	18	1
5	O=C(O)c1cc2c(s1)-c1ccccc1OC2	6	-1.3	23	-232	-0.7	+	6	.	-11	8
6	COC(=O)[C@]1(Cc2ccccc2)N[C@H](c2ccc(-c3ccc4c(c3)OCO4)cc2)[C@@H]2C(=O)N(C)C(=O)[C@@H]21	-12	-1.4	13	9	-2.2	4	-9	2.8	.	-3
7	COc1ccc2nc(C)c(C(N)=O)cc2c1	-1	-4.7	-4	-8	0.2	6	4	1.7	22	4
8	CC(=O)Nc1sc(N/N=C\c2cccc(Cl)c2)nc1-c1cccs1	-6	-0.9	6	-1	.	7	7	-0.8	16	9
9	O=[N+]([O-])c1ccc(NS(=O)(=O)N2CCOCC2)cc1	4	0.9	10	9	-1.0	-6	2	-0.6	.	-8
10	Cc1cc(C)nc(SCc2cc(=O)c(OC(=O)c3ccco3)co2)n1	-6	2.2	4	-8	.	7	3	0.5	23	-14
11	CN(C)c1ccc(C=C2C(=O)NC(=O)NC2=O)cc1	-3	-2.9	31*	15	-0.5	-3	-85	.	.	.
12	O=C(CNCc1ccc(Cl)cc1)Nc1cccc(C(=O)O)c1	-5	-3.7	-9	-10	.	-6	-5	.	3	.
13	O=C(Nc1cccc(F)c1)N(Cc1ccc(Cl)cc1)CC(O)C(F)(F)F (stereo not drawn)	-10	-5.9	1	12	3.3	0	5	-2.4	-5	-3
14	CCC(C)N(C(=O)COC(=O)/C=C/c1ccc(O)c(OC)c1)C1CCS(=O)(=O)C1 (stereo not drawn)	20	-2.5	21	7	.	7	-3	2.7	-4	1
15	COC(=O)C[C@H]1c2ccc(C(F)(F)F)cc2S(=O)(=O)N1Cc1ccccc1	-6	-2.0	-10	11	0.7	-1	4	-1.4	.	1
16	Cc1cc(=S)[nH]c2ccccc12	0	-2.9	3	4	0.9	-1	12	1.9	18	2
17	COCCNC(=O)C1(C)CCCN(C(=O)c2ccc3c(c2)OCO3)C1 (stereo not drawn)	-1	0.3	10	-10	-2.1	2	.	.	.	.
18	CC(C)N1CCN(C(=O)C2CCC(=O)N(CCc3cccc(F)c3)C2)CC1 (stereo not drawn)	-11	-2.8	-7	8	-1.5	0	5	.	25	.
19	COc1ccc(NC(=O)c2c(OC)cccc2OC)c(OC)c1	-16	-3.3	-2	6	-1.1	-3	9	-0.5	5	0
20	COc1ccccc1NC(=O)c1ccc([N+](=O)[O-])o1	.	.	.	3	.	.	6	1.6	.	4
21	O=C(Nc1ccc(Cl)c(Cl)c1)N1CC=C(c2ccccc2)CC1	-6	0.3	1	9	1.0	2	0	0.8	40	-67
22	Cc1cc(C)c(C#N)c(Nc2ccc(F)cc2)n1	-20	-1.9	9	-7	-1.2	0	1	0.3	-8	-3
23	Cc1ccc(NCc2nnc(SCC(=O)O)n2Cc2ccccc2)cc1Cl	-2	-1.8	6	0	0.3	2	9	8.7	0	-10
24	CCOC(=O)c1cc(-c2ccccc2)sc1NC(=O)C(C)OC(=O)c1cccnc1Cl (stereo not drawn)	-4	0.8	0	6	.	-4	-4	0.9	8	0
25	COc1ccc(CS(=O)(=O)c2nc(C)cc(C)c2S(C)(=O)=O)cc1	0	-2.9	-13	-7	.	0	6	-2.8	20	10
26	CCCN(C(=O)CSCc1ccc(C)cc1)c1c(N)n(Cc2ccccc2)c(=O)[nH]c1=O	7	-0.4	0	-14	.	2	3	.	.	.
27	CCOc1ccccc1NC(=O)c1ccc(NC(=O)c2ccco2)cc1	5	-3.6	20	-4	0.3	1	-8	0.8	18	-5
28	O=C(Cc1cccc([N+](=O)[O-])c1)Nc1cccc(C(=O)N2CCCCC2)c1	1	-3.0	-13	-4	-2.5	0	6	0.0	.	5
29	CCOC(=O)c1cc(NC(=O)Nc2ccccc2Cl)c(C)nc1C	-2	-1.1	4	-10	.	0	-9	-2.4	31	-2
30	O=C(COC(=O)c1cccc(Cl)c1)Nc1ccc2[nH]c(=O)[nH]c2c1	8	-0.9	4	-5	.	5	0	-0.3	.	-21
31	Cc1cc(C)c(C(=O)Nc2ccc3c(c2)OCCO3)c(C)c1	-11	-2.0	4	-2	0.1	0	0	.	.	.
32	COc1ccc(Nc2nc(-c3ccc(OC)cc3)c(CCC(=O)O)s2)cc1	-7	0.3	3	18	.	7	-4	1.2	21	6
33	COc1ccc(CN2CCC[C@]3(N[C@H](c4ccc(C(F)(F)F)cc4)[C@@H]4C(=O)N(C)C(=O)[C@@H]43)C2=O)cc1	3	-8.6	-3	6	-2.7	0	1	.	.	.
34	Cc1cccc(NC(=O)N2CCC(NC(=O)c3ccccc3C)CC2)c1	10	-3.6	-14	-12	.	-10	3	-0.8	21	12
35	CCSc1nnc(NC(=O)Cc2cc(OC)c(OC)c(OC)c2)s1	0	-1.5	6	-12	.	7	1	4.3	7	-3
36	CCC(=O)N1CCCc2cc(S(=O)(=O)N3CCN(C4CCCCC4)CC3)ccc21	0	-3.1	3	12	-0.3	-2	-1	3.2	6	3
37	COc1ccc(NC(=O)CN2CC=C(c3ccccc3)CC2)cc1S(=O)(=O)N1CCOCC1	-1	0.1	0	11	.	-1	-2	0.4	24	2
38	O=C(NN=C1CCCC1)c1n[nH]c2c1CCC2	6	-1.9	8	-6	.	4	9	-2.1	-19	-8
39	Cc1nccn1-c1ccc(C(F)(F)F)cc1[N+](=O)[O-]	-4	-0.7	3	-14	.	-3	3	2.8	26	-3
40	c1ccc(-c2ncnc3nc4n(c23)CCC4)cc1	2	-0.9	-8	-12	0.8	4	3	0.1	-3	-5
41	O=C(NC(c1ccc(-c2ccccc2)cc1)c1cnccn1)C1CCN(CCOc2ccc(F)cc2)CC1 (stereo not drawn)	-12	-11	-5	16	-0.5	-2	.	.	.	.
42	COc1cccc(CN(C)C(=O)c2ccc(S(=O)(=O)N3CCCC3)cc2)c1OC	-4	-1.7	6	-4	0.8	4	10	-0.2	2	-9
43	C/C(=N\Nc1cccc2cccnc12)c1ccc[nH]1	-16	1.3	6	-2	0.4	7	9	2.4	24	8
44	Oc1cc(Cc2ccccc2)cnc1CN1CCCCC1	-17	-2.0	8	7	-2.1	-3	0	2.2	22	-1
45	COC(=O)c1ccc2ccn(CC(=O)NC3CCCCC3)c2c1	?	-3.3	2	-7	-0.8	71*	-4	-2.2	28	-6
46	C[C@H](NC(=O)C1CCN(C(=O)[C@@H]2CCCN2C(=O)OC(C)(C)C)CC1)C(=O)NCc1ccc(F)cc1	0	0.0	2	6	0.0	6	.	.	.	.
47	CN(C)S(=O)(=O)c1cccc(C(=O)OCC(=O)Nc2sccc2C(N)=O)c1	-11	-13	-1	-10	7.1	1	7	-1.7	.	-2
48	Cc1ccc(NC(=O)c2c(C(F)(F)F)nn(C)c2SCc2cccc(C(F)(F)F)c2)cc1C	-8	-2.5	9	22	1.6	0	-1	3.5	21	-22
49	COc1ccc(C(=O)C2CCCN(C(=O)c3ccoc3C)C2)cc1F (stereo not drawn)	-1	-3.4	3	12	6.4	-1	3	-2.4	-26	-8
50	CCOC(=O)C1=CN(Cc2ccco2)S(=O)(=O)NC1c1ccc(F)c(Cl)c1 (stereo not drawn)	-5	-6.0	-3	7	-1.4	-1	8	.	.	.

More records:
cpd	Compound	BoNT F protease	FadD28 FP inh	GDH-TPI inh	CCHF vOTU inh	BioA inh	Mtb FBA inh	MazF activator	Mtb UGM inh	VHR inh abs	Rv3671c protease
51	CN(C)S(=O)(=O)c1ccc(N2CCCC2)c(C(=O)Nc2ccc(F)cc2F)c1	4	-1.9	8	-1	.	0	3	0.4	.	0
52	Cc1ccc(C(=O)O)c(NC=O)c1OCc1ccccc1	0	-2.8	3	-15	-1.0	5	9	.	.	.
53	O=C(Nc1cc(F)c(Br)cc1F)c1ccc(Cl)cc1	8	-3.4	4	2	.	4	2	0.8	16	-4
54	Cc1cc2c3ccccc3[nH]c(=O)n2n1	-4	-3.1	-4	2	1.2	0	7	.	.	.
55	COc1ccc(Cl)cc1C(=O)OCC(=O)NC(=O)c1cccn1C	-11	0.3	10	-9	-1.4	5	-1	4.1	7	-3
56	COc1cc2c(c(OC)c1OC)CCc1cnoc1-2	?	-1.0	-3	0	.	4	-11	0.0	-8	-5
57	CCCCCc1ccc(C(=O)CCC(=O)OCC(=O)N(CC)c2c(N)n(Cc3ccccc3)c(=O)[nH]c2=O)cc1	.	-2.5	14	10	-1.9	-1	-9	.	.	.
58	CCS(=O)(=O)c1nc(S(=O)(=O)c2ccc(C)cc2)c(NCCN2CCOCC2)s1	14	-2.3	20	-11	3.0	0	7	0.7	15	-8
59	N#Cc1ccc(OCC(=O)OCC(=O)c2ccccc2)cc1	-3	-3.3	5	1	-0.1	1	-1	0.3	.	2
60	COc1ccc(CCN2C(=O)CC(N3CCOCC3)C2=O)cc1OC (stereo not drawn)	-6	-3.1	-7	-3	2.1	4	4	3.1	-10	-5
61	CN(C)c1ccc(CNc2ncc(Br)cc2Br)cc1	-8	-1.6	-6	-1	1.1	2	-13	-1.6	17	3
62	COC(=O)c1cc(NC(=O)COC(=O)C2CCC2)cc(C(=O)OC)c1	-3	0.7	5	2	12	2	-1	-1.6	.	-6
